NTMT1 inhibitor: NTMT1 methyltransferase inhibition; Q9BV86; actives 2.5% (n = 59,000); NTMT1 MTase-Glo SAH luminescence, purified enzyme; Potency, µM (series often up to 114 µM), for inactives: at the highest dose activity change, negative = inhibition, actives largely listed as inhibitors;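 further: potency means the concentration at half of the fitted maximal effect; plate controls were DMSO vehicle for no effect and no enzyme for full effect; nearly all actives have a fitted effect of over 65% in size; many of its hits are not listed in these tables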
p53null 39C kill: p53 null cell cytotoxicity, nonpermissive temperature; actives 0.97% (n = 55,000); H1299 p53-null (neo) cells, 39C, ATPlite viability, 24 h; Potency, µM (titrated, usually from 46.1 µM), for the others: at the highest dose activity, negative = cell killing, usual class: cytotoxic;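 further: potency means the concentration at half of the fitted maximal effect; 0% = DMSO only and -100% = full killing by 100 µM tamoxifen; nearly all actives have a fitted effect of over 50% in size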
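Cells seeded at 600/well, 37C overnight. Compound added (up to 46 uM), plates shifted to 39C for 24 hr. ATPlite added, luminescence read after 20 min at room temperature.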
p53null 32C tox: p53 null cell cytotoxicity, permissive temperature; H1299-neo p53 null cells, ATP luminescence, 24 h, 32C; Potency, µM (series often up to 46.1 µM), for inactives: top-dose activity change, negative = cytotoxicity, most hits filed as cytotoxic; actives 0.62% (n = 55,000); AID 903;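 further: potency means the concentration at half of the fitted maximal effect; 0% = DMSO only and -100% = full killing by 100 µM tamoxifen; nearly all actives have a fitted effect of over 55% in size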
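Luminescent ATP readout gave cell viability of p53-null H1299-neo cells after a 24 h compound exposure at the permissive 32C. Titrations ran up to 46 uM, and AC50s were fitted with the standard Hill equation.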
FH mod: Identification of activators of human fumarate hydratase by quantitative high-throughput screening; Fumarate hydratase, mitochondrial (Homo sapiens), P07954; FH coupled MDH/diaphorase resazurin fluorescence, 15 min; Potency, µM (doses to about 79.9 µM), for inactives: at the highest dose activity change, negative = inhibition, actives largely listed as inhibitors; actives 0.22% (n = 54,000); AID 1347055, 2019; further: potency means the concentration at half of the fitted maximal effect; on the % scale 0 is the no-effect control and ±100 the full control effect; the screen sought activators but most active calls are inhibition curves; nearly all actives have a fitted effect of over 45% in size
Target sequence (P07954 whole entry, looked up): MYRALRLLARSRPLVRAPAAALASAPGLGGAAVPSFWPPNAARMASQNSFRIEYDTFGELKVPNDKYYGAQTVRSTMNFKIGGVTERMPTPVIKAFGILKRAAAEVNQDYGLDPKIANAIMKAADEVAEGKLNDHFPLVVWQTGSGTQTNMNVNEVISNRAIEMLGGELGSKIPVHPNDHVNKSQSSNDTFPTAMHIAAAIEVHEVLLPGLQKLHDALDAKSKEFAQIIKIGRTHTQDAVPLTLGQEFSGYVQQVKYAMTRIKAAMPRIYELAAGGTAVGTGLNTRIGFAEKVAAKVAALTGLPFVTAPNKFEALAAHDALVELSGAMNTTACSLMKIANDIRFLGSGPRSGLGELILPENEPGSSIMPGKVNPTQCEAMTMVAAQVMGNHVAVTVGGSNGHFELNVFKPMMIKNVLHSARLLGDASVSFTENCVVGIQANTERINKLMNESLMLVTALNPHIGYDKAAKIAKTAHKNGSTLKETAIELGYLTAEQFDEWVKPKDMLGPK
PTAP-TSG101 blk: inhibitors of HIV-1 PTAP binding to human TSG101, validation | Q99816 | Fluorescence polarization, FITC-PTAP peptide/Tsg101, 20 min | Potency, µM (titrated, usually from 115 µM), for the others: top-dose activity change, negative = inhibition, actives largely listed as inhibitors | 44,000 tested, under 10 active | AID 1347069; further: potency means the concentration at half of the fitted maximal effect; 0% is about no effect
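Read-out is FITC fluorescence polarization. Compounds were added to Tsg101 binding domain (10 uM final), then FITC-PTAP peptide (50 nM final), 20 min at r.t. Total S+P intensity flags fluorescent compounds.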
B2AR arrestin ag: beta-arrestin recruitment by human beta2-adrenergic receptor ligands. Potency, µM (highest dose often 46.1 µM), inactives show at the highest dose activation, actives largely listed as activators. 44,000 tested, under 10 active. P07550. AID 1347077. HTLA Tango cells, beta-arrestin recruitment, luciferase luminescence, 18 h;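 further: potency means the concentration at half of the fitted maximal effect; 0% = DMSO and full agonism = EC100 isoproterenol or metaproterenol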
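First, Tango cells carrying beta2-AR and beta-arrestin fusions received compound up to 46 microM. After 18 hr at 37 degrees C, luciferase substrate was added for 15 minutes, then luminescence gave %Activity for curve fitting.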
GALK inh: inhibitors of human galactokinase (GALK) | recombinant GALK, Kinase-Glo ATP luminescence, 1 h | 44,000 tested, under 10 active | P51570 | Potency, µM (titrated, usually from 57.5 µM), for the others: at the top dose activity, negative = inhibition, hits mostly inhibitors;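 further: plate controls were full GALK reaction for no effect and reaction lacking GALK for full effect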
Target sequence (P51570 whole entry, looked up): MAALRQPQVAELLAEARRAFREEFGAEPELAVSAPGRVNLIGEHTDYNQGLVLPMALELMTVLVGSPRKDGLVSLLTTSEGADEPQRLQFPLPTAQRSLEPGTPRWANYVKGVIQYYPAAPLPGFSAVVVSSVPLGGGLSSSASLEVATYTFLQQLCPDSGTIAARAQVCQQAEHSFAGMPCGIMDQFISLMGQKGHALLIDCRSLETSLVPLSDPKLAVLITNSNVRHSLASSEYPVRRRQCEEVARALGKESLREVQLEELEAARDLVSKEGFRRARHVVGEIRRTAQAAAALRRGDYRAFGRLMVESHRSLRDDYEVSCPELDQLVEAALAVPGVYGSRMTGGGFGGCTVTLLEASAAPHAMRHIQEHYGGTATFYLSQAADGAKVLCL
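Human GALK (5 nM) was incubated with 35 uM ATP and 100 uM galactose in 20 mM HEPES pH 8.0 with MgCl2, NaCl, DTT and BSA for 1 h at room temperature. Remaining ATP was measured by Kinase-Glo Plus luminescence.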
Starred values were filed as active, the others as inactive; ? = inconclusive; [ ] = remark or other dose. The call rests on the fitted dose curve; in most records, active means well fitted curve in the direction sought with a large enough effect; inconclusive means small, poorly fitted or top-dose-only effect, or another doubt; inactive means no such curve, though single readings can be large; an effect the other way counts as inactive or inconclusive. An excerpt; the hit share may differ from the screen's.

1. CCCC(O)c1nc2ccccc2n1Cc1ccccc1OC (configuration not stated)
2. Cc1ccccc1CNC(=O)c1cc2cccc3c2n1CC(C)S3 (configuration not stated)
3. O=C(Nc1ccc(Br)cc1)C1CCCN1S(=O)(=O)c1ccc(F)cc1 (configuration not stated)
4. Cc1ccc(NC(=O)c2ccc(Cl)cc2Cl)c(C(=O)c2ccccc2)c1
5. Cc1ccc(Cn2c(=O)n(CC3CCC(C(=O)N4CCC(C)CC4)CC3)c(=O)c3sccc32)cc1 (configuration not stated)
6. Cc1cc(C)c(NC(=O)Cn2cc(S(=O)(=O)Cc3ccccc3F)c3ccccc32)c(C)c1
7. CCOc1ccc(-c2nc(CSCC(=O)NCCc3ccccc3)c(C)o2)cc1
8. Cc1ccc(NC(=O)NCCOCCn2c(=O)oc3ccccc32)c(C)c1
entry no.,1,2,3,4,5,6,7,8
NTMT1 inhibitor,-12.9%,7.2%,-20.0%,-0.2%,8.7%,14.5%,-14.6%,7.4%
p53null 39C kill,30.5%[activator],22.4%,5.1%,8.9%,-16.3%,-10.5%,36.7%[activator],-11.1%
p53null 32C tox,8.8%,10.7%,0.9%,6.3%,3.4%,-5.9%,0.8%,-9.7%
FH mod,3.3%,-16.3%,-12.4%,-0.3%,-10.8%,3.3%,?,-8.7%
PTAP-TSG101 blk,-2.1%,2.3%,-3.1%,0.3%,-1.5%,-5.6%,-1.4%,1.7%
B2AR arrestin ag,-3.1%,0.4%,-0.9%,0.3%,0.4%,-0.9%,?,0.5%
GALK inh,-0.9%,-5.6%,0.2%,1.8%,2.3%,1.1%,-2.4%,2.9%

9. CSc1ccc(CCNC(=O)c2ccc(-c3nc(COc4ccc(C)cc4)c(C)o3)cc2)cc1
10. O=C(NCC(c1ccc2c(c1)OCO2)N1CCN(c2ccccc2)CC1)c1ccccc1 (configuration not stated)
11. Cc1ccc(NC(=O)CSc2nnc3scc(-c4ccc(Cl)cc4)n23)cc1
12. COc1cc(C2c3c(-c4cc(C)ccc4O)n[nH]c3C(=O)N2Cc2ccco2)cc(OC)c1OC (configuration not stated)
13. COc1ccc(NC(=O)CN2CCN(CC(=O)Nc3ccccc3F)CC2)c(OC)c1
14. Cc1cc(C)c2c(-n3cccc3)c(C(=O)NCCCN3CCCCC3C)sc2n1 (configuration not stated)
15. Cc1ccc(NC(=O)CC(C)S(=O)(=O)c2ccc3c(c2)NC(=O)CO3)cc1Cl (configuration not stated)
16. COc1ccc(Nc2c(-c3cccc(O)c3)nc3cnccn23)cc1
entry no.,9,10,11,12,13,14,15,16
NTMT1 inhibitor,3.7%,5.1%,-0.6%,7.3%,4.8%,?,14.2%,-13.3%
p53null 39C kill,0.0%,6.6%,-17.0%,5.5%,15.4%,1.9%,-5.4%,10.7%
p53null 32C tox,0.9%,-2.6%,-10.2%,25.9%,-6.0%,-5.9%,6.5%,16.3%
FH mod,?,-7.4%,6.4%,22.4µM*,-9.1%,-6.6%,-11.2%,-27.6%
PTAP-TSG101 blk,0.0%,1.8%,3.9%,1.2%,-4.7%,0.0%,1.1%,-3.5%
B2AR arrestin ag,-0.2%,0.2%,-2.2%,?,0.1%,-3.6%,-0.7%,-1.7%
GALK inh,-0.2%,-0.2%,-1.1%,-9.4%,-3.3%,-9.6%,0.6%,0.0%

Compound profiles, from the list above. Order of screens: NTMT1 inhibitor | p53null 39C kill | p53null 32C tox | FH mod | PTAP-TSG101 blk | B2AR arrestin ag | GALK inh
COc1ccc(NC(=O)CN2CCN(CC(=O)Nc3ccccc3F)CC2)c(OC)c1 as listed: 4.8% | 15.4% | -6.0% | -9.1% | -4.7% | 0.1% | -3.3%
Cc1ccc(NC(=O)CSc2nnc3scc(-c4ccc(Cl)cc4)n23)cc1 as listed: -0.6% | -17.0% | -10.2% | 6.4% | 3.9% | -2.2% | -1.1%

Other results
17. Cc1c(-c2nsc(NC(=O)c3ccc(Cl)cc3)n2)nnn1-c1ccc(C(C)C)cc1
18. COc1ccc(C)cc1NC(=O)c1oc2ccc(S(=O)(=O)N3CCC4(CC3)OCCO4)cc2c1C
19. Cc1ccc(NC(=O)C2CCCN(S(=O)(=O)c3cccc4nsnc34)C2)c(C)c1 (configuration not stated)
20. CCOC(=O)c1noc2nc(C)n(Cc3cccc([N+](=O)[O-])c3)c(=O)c12
21. COc1cc(C2c3c(-c4c(C)cc(C)cc4O)n[nH]c3C(=O)N2CCCOC(C)C)cc(OC)c1OC (configuration not stated)
22. Clc1ccc(CNc2nc3ccccc3c3nc(-c4cccnc4)nn23)cc1
23. Cc1cc(C(=O)NCCc2ccc(Cl)cc2)c2c(C)nn(-c3ccccc3)c2n1
24. CCOc1cc(C2Sc3ccccc3NC3=C2C(=O)c2ccccc23)ccc1O (configuration not stated)
entry no.,17,18,19,20,21,22,23,24
NTMT1 inhibitor,5.0%,18.8%,-3.2%,5.9%,19.7%,-18.4%,3.7%,-3.0%
p53null 39C kill,-2.3%,-17.4%,13.3%,1.3%,14.3%,5.6%,-10.5%,-8.4%
p53null 32C tox,-9.1%,-2.7%,10.9%,-4.9%,-6.7%,-3.5%,3.2%,39.2%[activator]
FH mod,12.5%,-5.1%,-4.2%,-7.9%,1.2%,2.6%,10.9%,?
PTAP-TSG101 blk,2.8%,0.1%,3.6%,0.1%,-0.4%,1.4%,-0.9%,-1.4%
B2AR arrestin ag,1.7%,-0.6%,-2.1%,-0.5%,-2.0%,0.1%,-0.5%,-0.6%
GALK inh,0.5%,0.0%,9.1%,0.9%,-0.2%,1.4%,-3.0%,0.0%

25. CCCN(CCC)C(=O)c1c[nH]c2ccc(S(=O)(=O)Nc3cc(C)cc(C)c3)cc2c1=O
26. COc1ccc(NS(=O)(=O)c2ccc3c(c2)C(C(C)C)C(=O)N3)cc1 (configuration not stated)
27. CCCOc1ccc(CNC(=O)C2CCN(c3nc4ccccc4nc3C(F)(F)F)CC2)cc1
28. Cc1c(Cl)cccc1NC(=O)C(C)n1nnc2sc3c(c2c1=O)CCCC3 (configuration not stated)
29. COC(=O)c1ccc(-n2nnc(-c3nc(-c4ccccc4Cl)no3)c2C)cc1
30. O=C(NCC12CC3CC(CC(C3)C1)C2)c1cc2nc(-c3ccc(Cl)cc3)cc(C(F)(F)F)n2n1
31. COc1ccc(C2=Nc3ccc(C)cc3NC(c3ccc(Cl)cc3)=N2)cc1
32. O=C(NCc1ccccc1)C(=O)NCC(c1cccnc1)N1CCN(c2ccccc2)CC1 (configuration not stated)
entry no.,25,26,27,28,29,30,31,32
NTMT1 inhibitor,7.1%,0.0%,0.6%,-4.0%,9.9%,-26.4%,3.5%,18.0%
p53null 39C kill,3.2%,-1.5%,16.2%,-11.8%,4.2%,2.9%,-24.3%,-16.2%
p53null 32C tox,7.7%,10.2%,-0.2%,-4.9%,-7.0%,10.5%,-2.1%,-9.1%
FH mod,-12.5%,-11.0%,2.2%,-6.0%,11.4%,2.7%,0.8%,-8.6%
PTAP-TSG101 blk,3.1%,-7.3%,2.9%,0.2%,-7.9%,6.4%,3.0%,-2.3%
B2AR arrestin ag,0.7%,0.8%,0.1%,0.1%,-0.5%,0.5%,-1.9%,-0.3%
GALK inh,-2.4%,3.2%,1.6%,-4.2%,4.7%,1.7%,1.7%,-2.9%

33. Cc1ccc(Cn2c(=O)n(CCCCC(=O)NCCc3ccc(Cl)cc3)c(=O)c3ccccc32)cc1
34. CCCCOC(=O)/C(C#N)=C/c1ccc(-c2ccc(Br)cc2)o1
35. Cc1cc(NS(=O)(=O)c2ccc(NC(=O)c3ccccc3C)cc2)nc(C)n1
36. CCc1cccc(NC(=O)CSc2ncc3c(n2)-c2ccccc2N(Cc2ccccc2C)S3(=O)=O)c1
37. COc1cc(CN2CCc3nc(N4CCN(c5ccccn5)CC4)ncc3C2)cc(OC)c1OC
38. Cn1c(C(=O)NCc2ccc(F)cc2)cc2c(=O)n(C)c3ccccc3c21
39. CCOc1ccc(Nc2oc(/C=C/c3ccc(OC)c(OC)c3)nc2C#N)cc1
40. CCCS(=O)(=O)c1c(Nc2ccccc2C)sc(C(=O)c2ccccc2)c1N
entry no.,33,34,35,36,37,38,39,40
NTMT1 inhibitor,-2.3%,5.4%,11.7%,26.6%,7.5%,4.8%,23.8%,4.4%
p53null 39C kill,?,-7.9%,17.8%,-2.1%,-9.5%,-11.5%,-14.0%,16.5%
p53null 32C tox,-8.6%,4.1%,-2.4%,4.7%,6.6%,4.9%,2.5%,27.4%
FH mod,-2.8%,-1.8%,5.8%,-14.7%,-3.0%,-18.0%,1.2%,-12.9%
PTAP-TSG101 blk,0.0%,-3.9%,-5.2%,6.9%,-1.1%,0.6%,-1.2%,2.3%
B2AR arrestin ag,1.1%,0.7%,0.3%,0.8%,-1.3%,-0.2%,-0.8%,-3.0%
GALK inh,2.3%,-2.0%,7.0%,?,2.5%,8.0%,2.9%,-12.8%

41. COc1ccc(CCNc2ncnc3c2cnn3-c2ccc(C)cc2)cc1
42. CCCCNC(=O)c1cc(-c2cccnc2)nc2ccc(S(=O)(=O)NCCCC)cc12
43. CC1=C(C(=O)Nc2ccc(C)cc2C)C(c2cc(Br)ccc2F)n2ncc(C(=O)Nc3ccc(C)cc3)c2N1 (configuration not stated)
44. CCOc1ccc(-n2c(-c3ccc(Br)cc3)cc3c2CC(C)(C)CC3=O)cc1
45. Cn1c(SCc2ccccc2Cl)nc(=O)c2c1NC(=O)CC2c1cc(F)ccc1F (configuration not stated)
46. CCN(CC)C(=O)Cn1c(=O)n(CCCCCC(=O)NCc2ccccc2)c(=O)c2sccc21
47. COCCn1cc(C(=O)NCCCOC(C)C)c2c3ccccc3n(C)c2c1=O
48. Cc1cc(C)cc(NC(=O)CSc2ccc(-c3cccs3)nn2)c1
49. Cc1cccc(N2CCN(Cc3cc(=O)oc4cc(C)ccc34)CC2C)c1 (configuration not stated)
entry no.,41,42,43,44,45,46,47,48,49
NTMT1 inhibitor,-5.8%,-4.0%,4.7%,0.6%,16.5%,?,0.1%,-24.1%,4.7%
p53null 39C kill,9.3%,-2.0%,?,40.9%[activator],-5.4%,-6.9%,8.7%,-0.3%,-11.1%
p53null 32C tox,-4.2%,-9.5%,-15.3%,0.6%,4.7%,7.3%,-4.5%,-11.3%,-1.2%
FH mod,-6.0%,-18.3%,1.5%,-25.7%,3.1%,9.3%,-17.1%,?,-15.0%
PTAP-TSG101 blk,1.6%,0.9%,-1.4%,-1.3%,-1.9%,-0.1%,1.6%,-0.5%,1.7%
B2AR arrestin ag,-0.5%,-0.2%,-0.7%,0.9%,-4.8%,-2.2%,-2.1%,3.4%,-1.3%
GALK inh,0.6%,-1.6%,-4.9%,0.1%,?,-0.8%,0.2%,2.2%,-3.6%
